hgDAF-12 ag: agonists of H. glycines DAF-12 nuclear receptor; HEK293 GAL4-hgDAF12 UAS-luciferase reporter, agonist luminescence; normalized to butyrate control; activation, % at 6.8 µM; 1.8% of 370,000 active; AID 687014;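 active = activation above a cutoff set at the mean of all screened compounds plus 3 SD, cut at about 10% in these data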;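 note: 0% = DMSO wells and 100% = sodium butyrate wells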
ssDAF-12 act: S. stercoralis DAF-12 activation, primary screen; HEK293 ssDAF-12/GRIP1 lit1-tk-luc reporter, luminescence; % of 3 µM dafachronic acid response; activation, % at 6.8 µM; 1% of 370,000 active;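 active = activation above the mean over all tested compounds plus 3 SD, cut at about 0.9% in these data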;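 note: 0% = DMSO-only wells and 100% = 3 µM delta7-dafachronic acid wells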
DAX1 inh-1: inhibitors of DAX1 repression of SF-1 activated StAR promoter | 1.1% of 370,000 active | inhibition, % at 6.8 µM | HEK293T StAR-luciferase reporter, SF-1/DAX-1 repression relief | AID 652010;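 active = inhibition above the mean over all tested compounds plus 3 SD, cut at about 3.6% in these data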;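 note: 0% = DAX-1 cells with DMSO and 100% = cells lacking DAX-1 with DMSO; higher inhibition means more luminescence from relief of DAX-1 repression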
PLC-gamma1 inh: blocks human PLC-gamma1 enzyme activity; purified PLC-gamma1, fluorogenic substrate, fluorescence; inhibition, % at 12.2 µM; 0.84% of 370,000 active; in the data active = inhibition above about 9.5%
ADAM10 inh: inhibitors of human ADAM10 | inhibition, % at 7 µM | recombinant ADAM10, EDANS/DABCYL FRET peptide cleavage, 3 h | 0.62% of 370,000 active;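 active = inhibition above a per-campaign cutoff equal to the mean of compounds falling between control-based bounds plus 3 SD, cut at about 20% in these data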;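 note: 0% = DMSO wells while the 100% control is not disclosed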
PLC-beta3 inh: inhibitors of human phospholipase C beta3; Q01970; Purified PLC-beta3, fluorogenic substrate, fluorescence; inhibition, % at 12.2 µM; 0.18% of 370,000 active; AID 720704; in the data active = inhibition above about 11%;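 note: 0% = median of compound wells on plate and 100% = full blocker control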
FXN GAA850 act: frataxin GAA850 promoter activation; HEK293 lucGAA850 FXN promoter luciferase reporter, 24 h; percent of 10 µM SAHA response; 0.56% of 360,000 active; activation, % at 6 µM;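 active = activation above the average of all compounds screened plus 3 SD, cutoff fixed separately per campaign, cut at about 7.5% in these data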;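 note: 0% = DMSO wells and 100% = 10 µM SAHA wells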
DAX1 inh-2: NR0B1 (DAX1) inhibition; HEK293 Gal4-DAX1 luciferase reporter, luminescence; inhibition, % at 6.75 µM; 0.99% of 340,000 active; AID 504766;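 active = inhibition above the mean over all tested compounds plus 3 SD, cut at about 4.2% in these data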;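 note: 0% = DAX1-transfected cells with DMSO and 100% = empty-vector control cells with DMSO; inhibition shows as a rise in luminescence from relieved DAX1 repression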
Target sequence (P51843 207-470 limits assumed): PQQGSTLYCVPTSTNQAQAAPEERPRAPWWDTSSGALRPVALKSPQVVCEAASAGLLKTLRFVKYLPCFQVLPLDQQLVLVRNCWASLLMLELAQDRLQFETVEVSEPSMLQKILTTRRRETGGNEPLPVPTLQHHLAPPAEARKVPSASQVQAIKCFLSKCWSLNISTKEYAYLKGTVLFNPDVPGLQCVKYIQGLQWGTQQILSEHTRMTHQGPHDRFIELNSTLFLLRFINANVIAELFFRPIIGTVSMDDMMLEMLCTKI
ADAM17 inh: inhibits human ADAM17; recombinant ADAM17, EDANS/DABCYL FRET peptide cleavage; inhibition, % at 6.95 µM; P78536; AID 720648; 0.83% of 370,000 active;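 active = inhibition above the mean of compounds lying between control limits plus 3 SD, set per campaign, cut at about 8.5% in these data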;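 note: 0% = DMSO-only wells as the low control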
Target sequence (P78536 215-824 limits assumed): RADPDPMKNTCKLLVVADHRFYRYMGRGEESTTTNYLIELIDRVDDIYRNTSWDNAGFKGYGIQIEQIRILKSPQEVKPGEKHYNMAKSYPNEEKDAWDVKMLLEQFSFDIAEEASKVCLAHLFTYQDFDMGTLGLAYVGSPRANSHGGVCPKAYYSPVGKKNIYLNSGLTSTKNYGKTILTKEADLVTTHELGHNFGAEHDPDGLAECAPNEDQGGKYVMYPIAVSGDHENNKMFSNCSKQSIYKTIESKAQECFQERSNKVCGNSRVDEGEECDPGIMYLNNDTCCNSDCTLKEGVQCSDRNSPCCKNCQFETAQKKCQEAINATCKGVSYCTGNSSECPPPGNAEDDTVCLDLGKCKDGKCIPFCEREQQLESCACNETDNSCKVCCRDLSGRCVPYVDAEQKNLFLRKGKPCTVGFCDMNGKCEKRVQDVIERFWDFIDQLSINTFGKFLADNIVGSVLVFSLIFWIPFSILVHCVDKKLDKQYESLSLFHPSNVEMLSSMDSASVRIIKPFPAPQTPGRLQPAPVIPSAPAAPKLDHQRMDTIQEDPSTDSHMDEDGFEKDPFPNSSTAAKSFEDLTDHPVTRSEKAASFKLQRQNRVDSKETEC
hcDAF12 agonist: activates DAF-12 receptor from parasite H. contortus; HEK293 hcDAF-12 lit1-tk-luc reporter, luminescence; 0% DMSO, 100% Δ7-dafachronic acid; activation, % at 6.8 µM; 1.4% of 370,000 active;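 active = activation above the mean of all tested compounds plus 3 SD, cut at about 5.5% in these data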;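 note: 100% = response to 3 µM Δ7-dafachronic acid high control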
HGIII-sPLA2 inh: Inhibits HGIII-sPLA2 liposome hydrolysis, primary screen; QFRET BODIPY PC-A2 liposome hydrolysis, fluorescence; inhibition, % at 12.2 µM; 0.56% of 370,000 active; AID 743126;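 active = inhibition above mean plus 3 SD of compounds lying within the high and low control bounds, cut at about 19% in these data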;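 note: 0% = median of test compound wells and 100% = no enzyme DMSO wells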
An asterisk follows results filed as active; i = inactive; . = not tested or not shown.

SMILES	hgDAF-12 ag	ssDAF-12 act	DAX1 inh-1	PLC-gamma1 inh	ADAM10 inh	PLC-beta3 inh	FXN GAA850 act	DAX1 inh-2	ADAM17 inh	hcDAF12 agonist	HGIII-sPLA2 inh
CCC/C=C/c1ccc(CN2C(C(C)C)C(=O)N(Cc3cn(Cc4ccco4)nn3)CCS2(=O)=O)cc1 (centres undefined)	-0.4	-1.3	0.7	-2	4	-3	1.4	0.1	2	-0.9	-46
CCc1nc2c(OCc3cccc(Cl)c3)cccn2c1N(C)C(=O)Nc1ccccc1OC	2.6	-1.4	-0.6	-1	2	4	-1.7	.	5	0.9	-5
COc1cccc(N2CCN(c3ccc4nnc(CCC(=O)Nc5cccc(C(C)=O)c5)n4n3)CC2)c1	0.7	-1.3	0.1	6	2	-3	-0.9	0.8	-3	-1.0	4
Cc1ccc(/C=C2/C(=O)c3ccc(C(=O)O)cc3C2=O)o1	-0.6	-0.9	0.5	19*	0	-5	1.2	3.0	0	1.8	-4
Cc1ccc(O)c(NC(=S)NC(=O)COc2ccc(Br)cc2)c1	1.0	-0.4	-0.5	-12	-8	-21	0.1	-0.9	-3	-0.9	5
COc1ccc(NCc2ccc([N+](=O)[O-])s2)cc1	1.4	-1.2	-1.3	1	-3	-4	6.6	-0.9	-3	-2.7	9
O=C(CN1C(=O)NC2(CCCC2)C1=O)OCCOc1ccc(Cl)cc1Cl	3.2	-1.0	-1.0	-2	-4	-6	2.9	-1.2	0	-0.9	-7
CC/C(=N\NC(N)=O)c1ccc(OC)c(OC)c1	-1.2	-0.9	-0.3	-1	-8	-7	3.1	.	-5	-1.8	12
O=C1C2C3C=CC(O3)C2C(=O)N1Cc1ccncc1 (centres undefined)	-2.8	-0.8	-0.2	2	-14	2	-2.2	3.9	-4	1.7	6
CC(=O)Nc1ccc(-c2ccnc3c2CC(C)(C(=O)NCC2CC2)O3)cc1 (centres undefined)	-2.7	-1.9	0.4	8	-21	-1	-1.4	.	-3	-0.8	13
O=C(Nc1ccccc1N1CCN(C(=O)c2ccccc2)CC1)c1ccc(Br)o1	-0.2	-0.8	-0.9	1	-4	-7	1.2	0.4	0	-1.2	1
COC(=O)[C@@]12C[C@@H](CC(=O)NCc3cccs3)C(=O)N(CCc3ccc(OC)c(OC)c3)C1=CCC(C)(C)C2	-1.0	-1.5	-0.4	3	4	1	.	.	2	-3.4	-24
CCCOc1ccc(C(=O)N2CCN(c3ccc(N)cc3Cl)CC2)cc1	-3.4	-0.9	-0.3	7	9	1	-0.7	-0.7	2	0.0	11
CC(=O)c1cccc(N2C(=NC(=O)CCc3ccccc3)SC3CS(=O)(=O)CC32)c1 (centres undefined)	-3.1	-0.8	-0.1	1	-7	-7	1.6	0.9	-2	-0.5	0
CC1CCCCC1NC(=O)CCCn1c(=S)[nH]c2ccccc2c1=O (centres undefined)	-0.4	-1.2	-0.5	4	7	-4	1.6	-0.5	2	0.5	8
COc1cc(-c2cc(C(=O)NN3CCN(C)CC3)c3ccccc3n2)cc(OC)c1OC	1.4	-1.0	-0.9	-33	12	-50	.	.	1	0.1	4
Cc1cc(C)n2nc(C(=O)OCC(=O)Nc3ccc(F)cc3F)nc2n1	-2.7	-1.4	0.3	1	-5	-5	0.7	0.2	-5	0.0	16
Cc1cccc(/C(N)=N/OC(=O)N2CCOCC2)c1	-0.4	-0.4	0.8	5	2	4	0.1	0.2	13*	3.7	6
Cc1cccc(C(=O)O)c1O	-1.0	-1.4	0.5	2	-24	7	1.5	.	-1	0.9	4
O=C(COC(=O)CCNS(=O)(=O)c1ccc(Cl)cc1)NCc1ccccc1	4.9	-1.2	-0.1	0	-1	2	1.4	0.9	0	-2.5	-5
CCCNC(=O)c1cn(CC)c2cc(N3CCN(C)CC3)c(F)cc2c1=O	-2.4	-2.0	-0.4	-25	-134	-27	-1.4	0.3	-40	-1.1	-1
CC(=O)NCCC(=O)N1CCCC(C(=O)c2ccc3c4c(cccc24)CC3)C1 (centres undefined)	-3.9	-1.4	-0.4	-102	-422	-127	-0.3	-1.9	-105	-2.2	3
CC(C(=O)NC1CCCC1)n1c(-c2ccncc2)nc2ccccc21 (centres undefined)	-2.0	-0.7	0.3	-4	-3	-10	.	.	-3	0.6	5
COc1ccc(-c2cc(C(=O)Nc3ccc(C(N)=O)cc3)c3ccccc3n2)cc1	11*	-0.6	0.6	-404	-302	i	2.0	0.3	-119	0.8	-6
NC(=O)CSc1ccc(F)cc1	0.8	-0.8	-0.3	2	0	-1	2.9	0.4	-3	-0.8	-3
CN1CCN(C(=O)/C=C/c2c(F)cccc2Cl)CC1	0.0	-0.4	0.9	0	2	-11	3.6	0.3	-2	-0.9	3
CCCN(C(=O)COC(=O)C12CCC(=O)N1c1ccccc1S2)c1c(N)n(Cc2ccccc2)c(=O)[nH]c1=O (centres undefined)	-3.8	-1.2	-0.7	-3	-11	-8	0.7	-0.5	-1	-1.6	2
COC(=O)C1=C(C)N(Cc2cccc(C(F)(F)F)c2)C(=NCc2ccc(C(F)(F)F)cc2)NC1c1cccc(F)c1 (centres undefined)	2.0	-1.0	-1.1	8	21*	14*	.	.	9.4*	1.0	-8
COC(=O)c1[nH]c2cc(OC)ccc2c1NC(=O)c1nonc1C	-1.5	-1.0	-0.6	1	7	2	-6.0	0.0	0	-1.8	1
C=CCn1c(SCC(=O)NC(C)(C)C)nnc1-c1ccccc1O	0.2	-1.2	-0.3	0	10	4	0.0	-1.3	-2	-1.5	3
OCc1nc2ccccc2n1C/C=C/c1ccccc1	-2.1	-1.2	-1.0	0	1	-2	1.4	0.3	-10	-1.8	-10
COc1ccc(Cl)cc1NC(=O)Nc1cn(C)nc1C	1.1	-1.1	0.7	4	1	-4	0.8	0.9	1	-1.3	2
CCCC1CCC2(CC1)CCC2OC(=O)Nc1cccc(C(F)(F)F)c1 (centres undefined)	-1.4	-1.4	.	3	-9	1	.	.	-1	-0.5	15
Cc1cc(C)nc(SCC(=O)N/N=C/C=C/c2ccccc2)n1	1.7	-1.8	-0.5	3	7	3	0.3	2.4	2	-2.9	-2
CC(=O)N1CCCN(S(=O)(=O)c2ccc3c(c2)c(=O)n(C)c(=O)n3C)CC1	1.4	-1.0	1.5	2	5	-6	.	.	2	2.1	4
COc1ccc(CNS(=O)(=O)c2ccc3c(c2)N(C(C)=O)CCO3)cc1	-1.2	-1.4	-0.1	6	11	-3	-2.6	0.5	0	-0.1	1
CCN(CCC#N)c1ccc(N2C(=O)CCCC2=O)cc1[N+](=O)[O-]	-1.5	-0.7	0.2	1	-2	-7	1.5	-1.3	-9	0.7	5
Cc1c(NC(=O)C23CC4CC(CC(Br)(C4)C2)C3)c(=O)n(-c2ccccc2)n1C	-0.2	-1.4	-0.1	1	-5	-3	0.0	1.1	1	1.4	3
O=C(Nc1ccc(Cl)cc1)Nc1ccc(C(=O)N2CCOCC2)cc1	1.0	-0.6	-0.5	9	12	-3	0.5	1.7	-1	-0.4	-6
COC(=O)c1ccccc1NC(=O)c1ccc2c(c1)OCCO2	1.4	-0.9	-0.2	-5	-6	-7	-0.8	1.4	-4	0.4	-9
CC1(C)CC(=O)C(C(C2=C(O)CC(C)(C)CC2=O)c2cccc(O)c2)C(=O)C1 (centres undefined)	-2.8	-0.3	-0.4	-2	-10	-2	-0.2	-0.4	-3	-1.0	-5
Nc1nc2c(F)c(F)c(F)cc2s1	1.2	-1.1	-0.6	-4	-1	-2	0.9	0.4	1	1.8	-5
CCCCN1CCN(C(=O)C2CCCN(C(=O)c3ccc4c(c3)NC(=O)CS4)C2)CC1 (centres undefined)	4.7	-1.2	-0.2	0	2	2	.	.	-1	-2.1	3
COc1cccc(C2=NN(C(=O)c3ccco3)C(c3ccco3)C2)c1 (centres undefined)	1.7	-1.1	-1.5	-8	5	-16	6.0	-0.6	1	2.3	-3
CC(=O)N1C(C(=O)O)Cc2c([nH]c3ccccc23)C1(C)C (centres undefined)	-2.2	-0.8	0.4	-3	0	-9	0.2	2.5	-2	4.9	2

Ordered by heavy-atom count (high to low): three of the compounds above.
SMILES	hgDAF-12 ag	ssDAF-12 act	DAX1 inh-1	PLC-gamma1 inh	ADAM10 inh	PLC-beta3 inh	FXN GAA850 act	DAX1 inh-2	ADAM17 inh	hcDAF12 agonist	HGIII-sPLA2 inh
Cc1c(NC(=O)C23CC4CC(CC(Br)(C4)C2)C3)c(=O)n(-c2ccccc2)n1C	-0.2	-1.4	-0.1	1	-5	-3	0.0	1.1	1	1.4	3
Cc1cc(C)nc(SCC(=O)N/N=C/C=C/c2ccccc2)n1	1.7	-1.8	-0.5	3	7	3	0.3	2.4	2	-2.9	-2
COc1ccc(Cl)cc1NC(=O)Nc1cn(C)nc1C	1.1	-1.1	0.7	4	1	-4	0.8	0.9	1	-1.3	2

Next part:
SMILES	hgDAF-12 ag	ssDAF-12 act	DAX1 inh-1	PLC-gamma1 inh	ADAM10 inh	PLC-beta3 inh	FXN GAA850 act	DAX1 inh-2	ADAM17 inh	hcDAF12 agonist	HGIII-sPLA2 inh
COc1ccc(C(=O)N2CCCCC2c2cc(C(=O)NCc3ccc(F)cc3)no2)cc1 (centres undefined)	1.2	-2.1	0.2	1	10	0	-1.1	.	1	-1.4	-10
O=C(c1ccc(Cl)c(Cl)c1)N(Cc1ccco1)c1ccc(O)cc1	-0.9	-1.6	-0.7	3	11	-4	-0.8	-1.8	3	-2.3	-35
N#CC1=C(SCC(=O)c2ccccc2)NC2=C(C(=O)CCC2)C1c1ccco1 (centres undefined)	13*	-0.6	-1.4	-12	-2	-17	1.1	-0.3	-2	2.3	-8
Cc1[nH]c(=O)c(C#N)c2c1CCCC2	2.1	-0.7	0.8	-5	-76	-8	-0.3	0.8	-25	1.5	-4
Cc1c(C)c2cc3c4c(oc3c(C)c2oc1=O)CCCC4	0.3	-1.2	-0.6	-18	-29	-23	-0.2	-0.1	-5	0.0	-1
COc1ccc(CCNC(=O)COC(=O)c2ccc(S(=O)(=O)N3CCCC3)cc2)cc1OC	-0.6	-0.7	1.3	4	-1	0	-0.5	-0.2	-7	0.6	12
Cc1onc(-c2c(F)cccc2Cl)c1C(=O)OCC(=O)NCc1ccccc1	-2.8	-0.9	-1.4	-2	-16	-13	-1.0	0.1	-1	-0.9	9
O=C(/C=N/O)NCc1ccncc1	0.2	-0.8	-0.8	4	4	1	0.3	1.8	-3	-1.5	-1
Cn1c2c(c(=O)n(C)c1=O)C(c1cccc(F)c1)C(C#N)=C(N)O2 (centres undefined)	-1.2	0.6	-0.1	-1	-1	-10	-0.7	6.0*	-3	1.4	-3
CCCCCN=C(N)N/N=C/c1c[nH]c2ccc(OC)cc12	-3.4	-1.9	-3.7	1	-17	-4	-2.7	-1.3	-8	-2.8	28*
COc1ccc(OC)c(S(=O)(=O)N2CCC(c3nc4ccccc4[nH]3)CC2)c1	0.8	-0.3	4.1*	2	-2	-2	0.0	-0.3	-4	1.2	-8
Clc1ccc(-c2nnc(CCc3ccccc3)o2)c(Cl)c1	7.8	-0.5	2.0	3	7	3	2.1	2.5	1	5.8*	-4
CSc1ncccc1C(=O)Nc1ccc(OC(F)(F)F)cc1	3.9	-1.6	-0.1	1	-2	-3	1.0	-0.4	-3	-0.9	0

Screening results (PubChem BioAssay)
